Source: PubChem (several laboratories)
Platelet DG rel: inhibitors of platelet dense granule secretion, primary screen, cell-based, MLPCN, human platelets; human platelet-rich plasma, SFLLRN dense granule ATP release, luminescence; inhibition, %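 (compounds screened at 7.5 µM in platelet-rich plasma)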; 300,000 compounds, 0.22% hits; AID 1663, 2009;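 active means mean replicate score, as percent of positive control, at or above 50; inconclusive means mean below 50 but at least one replicate at or above 50; inactive means mean and every replicate below 50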
HDAC3 inhib: HDAC3 deacetylase inhibitors, primary screen, biochemical, fluorescence, cell-free homogeneous | Histone deacetylase 3 (Homo sapiens), O15379 | recombinant HDAC3, fluorogenic peptide/trypsin coupled | inhibition, % at 8.3 µM | 320,000 compounds, 0.15% hits; in the data active means inhibition above about 26%, passing the limit was not always enough; inconclusive means no clear call, values can overlap the other calls
Target sequence (O15379 whole entry, looked up): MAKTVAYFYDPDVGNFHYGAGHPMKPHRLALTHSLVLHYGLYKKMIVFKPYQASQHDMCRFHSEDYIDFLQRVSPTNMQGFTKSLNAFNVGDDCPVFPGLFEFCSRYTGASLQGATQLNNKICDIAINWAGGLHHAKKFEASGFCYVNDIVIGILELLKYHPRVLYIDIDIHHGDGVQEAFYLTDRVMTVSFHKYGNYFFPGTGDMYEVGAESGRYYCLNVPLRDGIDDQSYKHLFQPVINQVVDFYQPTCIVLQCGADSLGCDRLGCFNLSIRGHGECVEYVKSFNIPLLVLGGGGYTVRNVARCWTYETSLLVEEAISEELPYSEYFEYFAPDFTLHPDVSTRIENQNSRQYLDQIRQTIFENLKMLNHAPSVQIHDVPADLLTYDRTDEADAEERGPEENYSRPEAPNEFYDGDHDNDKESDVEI
HSF-1 act: HSF-1 activators, primary screen, NIH3T3-HGL cells, MG132 stress, luminescence, single point; activation, % at 9 µM; 300,000 compounds, 1.7% hits; AID 504408, 2011; NIH3T3-HGL HSF-1 luciferase reporter, 8 h; 100% = twice DMSO control signal;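 active means mean replicate activation of at least 50% with a set share of replicates each reaching 50%; inconclusive means only one of those two conditions met; inactive means mean below 50% and too few replicates reaching it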;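 further: 0% = median of the neutral control wells and 100% = twice that signal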
AI-2 QS mod: Vibrio harveyi AI-2 quorum sensing modulators, primary screen, JMH597 strain, luminescence/OD600 ratio; activity change, % at 7.5 µM; 300,000 compounds, 0.4% hits; Vibrio harveyi JMH597 AI-2 luminescence/OD600 ratio, 9 h; hits give low values; strain lacks LuxN and CqsS sensors; 0 = neutral-control median; in the data active means activity change below about -75%, passing the limit was not always enough; inconclusive means no clear call, values can overlap the other calls;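 further: luminescence divided by OD600 gain over 9 h not by final OD600 alone; inactives centre near 13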
HSP90 refold inh: HSP90 inhibitors, primary screen, cell lysate, luminescence | Heat shock protein HSP 90 (rabbit reticulocyte lysate; luciferase refolding) | Rabbit reticulocyte lysate, luciferase refolding luminescence, 3 h | inhibition, % at 5.6 µM | 290,000 compounds, 0.91% hits | AID 1789, 2009;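 active means inhibition above the screen-wide mean plus 3 SD, computed separately per campaign, cut at about 16% in these data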;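 further: 0% = DMSO wells and 100% = 60 µM geldanamycin wells; inhibitors lower the luminescence because luciferase stays unfolded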
KLF5 inh: KLF5 expression inhibitors, primary screen, DLD-1 cells, luminescence | DLD-1 KLF5 promoter-luciferase reporter | inhibition, % at 5 µM | 290,000 compounds, 0.23% hits;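 active means inhibition above a per-plate limit of that plate's mean compound inhibition plus 3 SD, cut at about 60% in these data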;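 further: 0% = DMSO wells and 100% = LY294002 at 200 µM; higher means less KLF5 promoter-driven luciferase light; inactives centre near -14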
aSyn UTR inh: MLPCN primary screen, SNCA 5' untranslated region; alpha-synuclein 5'UTR reporter, inhibitor activity; inhibition, % (tested at 7.5 µM); 300,000 compounds, 0.82% hits; AID 1813, 2009; in the data active means inhibition above about 60%; inconclusive means no clear call, values can overlap the other calls;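 further: H4 neuroglioblastoma cells stably carrying SNCA 5'UTR luciferase fusion; 0% = DMSO wells and 100% = positive control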
IEC-6 cytotox: cytotoxicity in IEC-6 intestinal epithelial cells, primary screen, cytotoxicity control for KLF5 inhibitor project, cell-based, luminescence. IEC-6 cytotoxicity, luminescence viability. inhibition, % at 5 µM. AID 1825, 2009. 290,000 compounds, 0.78% hits; in the data active means inhibition above about 22%;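 further: 0% = plate median of test compound wells and 100% = cytotoxic reference compound wells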
HIF act: HIF pathway transcriptional activators, primary screen, cell-based, U2OS HRE-luciferase, luminescence | activation, % at 7.5 µM (by protocol) | AID 1910, 2009 | U2OS HRE-luciferase reporter; normalized: DMSO 0%, desferrioxamine 100% | 300,000 compounds, 0.32% hits;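 active means mean activation of at least 10% of the iron chelator positive control signal, with at least half of replicates also reaching 10%; inconclusive means mean and replicate majority disagree about reaching 10%; inactive means mean and most replicates under 10%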
HSF1 inh: HSF1 inhibitors in luciferase reporter cells, primary screen, cell-based, NIH3T3, luminescence. NIH3T3-HGL HSE-luciferase, MG132-induced, luminescence 8 h; hits give low values. activity change, negative = inhibition, % at 7.5 µM (by protocol). 300,000 compounds, 0.77% hits. AID 2098, 2009;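 active means more than half of replicate wells show activity change below -50%, luminescence cut by over half; inconclusive means some wells, but at most half, below -50%; inactive means no replicate well below -50%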;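 further: luciferase reports HSF-1 transcriptional activity via heat shock element; 0% = median of DMSO wells and -100% = zero luminescence signal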
Active calls of the source: *; ? = inconclusive; . = not tested or not shown. Random draw from the library; about 5% have a hit in one of these screens.

Results follow in this order: Platelet DG rel | HDAC3 inhib | HSF-1 act | AI-2 QS mod | HSP90 refold inh | KLF5 inh | aSyn UTR inh | IEC-6 cytotox | HIF act | HSF1 inh
COc1ccc(C2/C=C\CN(C(=O)Nc3ccccc3-c3ccccc3)CC(=O)N2Cc2ccc(F)cc2)cc1 (stereo unspecified)
  1 | -7 | . | -1 | . | . | 54 | . | -1.3 | 7
c1ccc(-c2ccc(C3=Nn4c(Cn5nnc6ccccc65)nnc4SC3)cc2)cc1
  -2 | 0 | 13 | 19 | 5 | -17 | -3 | 0 | 0.2 | 1
O=C(/C=C/c1ccc(F)cc1)NC(=S)N1CCN(c2ccccn2)CC1
  17 | 5 | 59* | 16 | -1 | -16 | -85 | 2 | 4.2 | 51
Cc1cc(N2CCOCC2)n2nc(C)c(-c3ccccc3)c2n1
  . | 1 | . | . | 1 | -10 | . | 5 | . | .
O=C(Cn1c(=O)oc2ccccc21)N1CCOCC1
  2 | 0 | -4 | 11 | -1 | -7 | -10 | -10 | -0.1 | -8
Cc1cccc(NC(=O)CSc2nnc(-c3cc(C)[nH]n3)n2N)c1
  -2 | -3 | -1 | 19 | -5 | -49 | 19 | -1 | -0.2 | 3
CSc1ccc(C(=O)C2CCCN(C(=O)c3cc4cc(F)ccc4[nH]3)C2)cc1 (stereo unspecified)
  -2 | -1 | . | 13 | 3 | 2 | -61 | -6 | 0.7 | .
CCc1ccc(-c2nc(CSCC(=O)NCc3ccco3)c(C)o2)cc1
  0 | . | -77 | 33 | 19* | 42 | 77* | 0 | -3.0 | -72*
COc1ccc(C(=O)C2CCCN(C(=O)c3ccc(CSC)o3)C2)cc1F (stereo unspecified)
  -5 | -2 | 10 | 13 | -5 | -7 | 11 | -5 | 0.0 | 8
O=C(O)c1cccc(NC(=S)NCc2ccccc2)c1
  -4 | -4 | -28 | 3 | 10 | -8 | 18 | 0 | -2.6 | -34
Cc1ccnc(NCc2ccccc2O)c1
  -8 | 2 | 15 | -1 | -1 | -24 | -36 | 2 | 0.8 | 9
CCCCn1c(O)c(C(CC)=Nc2ccc3c(c2)CCC3)c(=O)[nH]c1=O
  3 | -7 | -6 | 13 | 3 | -36 | -9 | 6 | 0.6 | 6
Cc1ccc(NC(=O)CCC(=O)NNC(=O)/C=C/C(=O)O)c(C)c1
  -4 | -1 | 8 | 9 | 2 | -25 | -8 | -2 | -0.2 | -5
Cc1ccccc1-n1c(SCC(=O)N2CCN(c3ccccc3)CC2)nnc1-c1ccncc1
  1 | -1 | -11 | 6 | -1 | -19 | 8 | -2 | -0.3 | -7
COC(=O)C1=C(C)N(CCCC(=O)O)C(=O)NC1c1ccc2c(c1)OCO2 (stereo unspecified)
  -2 | 11 | 5 | 15 | . | . | 17 | . | -0.3 | 1
Cc1ccc(NC(=O)CCNC(=O)c2ccc(Cl)cc2)nc1
  -7 | -3 | 39 | 47 | 0 | -49 | -80 | -4 | 1.9 | 19
O=C(NCc1ccncc1)C1CCN(S(=O)(=O)c2cccc(C(F)(F)F)c2)CC1
  0 | . | -62 | -1 | 1 | -22 | -10 | 7 | -0.3 | -53*
Cn1ncc(Cl)c1C(=O)N1CCOCC1
  -3 | 0 | 15 | 0 | 2 | -38 | 21 | -5 | 0.0 | -6
COc1cc(C)c(Cc2cnc(N)nc2N)cc1OC
  -7 | -4 | 7 | -31 | -2 | -16 | -2 | -8 | 0.4 | 3
Cn1cc([N+](=O)[O-])c(C(=O)Nc2ccc(-c3nc4ccccc4o3)cc2)n1
  -4 | -3 | 285* | 21 | 1 | -21 | 33 | 3 | 4.0 | 281
O=C(CCc1nc(-c2ccccc2F)no1)NCc1ccco1
  -3 | -7 | 40 | 30 | -6 | -59 | 28 | 3 | 1.1 | 19
CCNC(=S)N(Cc1ccc(OC)cc1)C1CC(=O)N(c2ccc(OCC)cc2)C1=O (stereo unspecified)
  7 | 8 | -4 | 30 | 2 | -36 | 20 | 3 | -0.3 | 7
Cc1ccnc(N2C(=O)c3ccccc3C2Nc2ccccc2Cl)c1 (stereo unspecified)
  -1 | 0 | -6 | 10 | -6 | -15 | -9 | -2 | 0.5 | 6
CC(C)[C@H]1CN(C)CCN1Cc1cn(C)nc1-c1cccc(Cl)c1
  23 | . | -10 | 17 | -2 | -29 | 9 | 2 | 0.0 | -10
COC(=O)NNC(=O)COc1cc(C)c(Br)cc1C(C)C
  -21 | 2 | -19 | 1 | 5 | 8 | 17 | 7 | 0.4 | -17
N/C(Cn1cncn1)=N\OC(=O)c1ccc(Cl)cc1
  -11 | 3 | -2 | 1 | -1 | -15 | 20 | -2 | 0.7 | 2
COc1ccccc1-c1cc(C(=O)NC2CCN(C)CC2)c2ccc(Cl)c(C)c2n1
  0 | 2 | -15 | 10 | 0 | -20 | 101* | 30* | -0.3 | -9
COc1ccc(OC)c(NC(=O)CSc2ccc(-c3ccco3)nn2)c1
  -14 | 5 | -6 | 10 | 4 | -35 | 7 | -2 | -0.1 | -5
COc1ccccc1NC(=S)NNC(=O)c1ccccc1Br
  1 | -1 | -11 | 17 | -5 | -71 | -26 | -2 | 1.6 | -1
COc1cc(C(=O)N/N=C/c2cccc(Oc3ccccc3)c2)ccc1O
  -2 | -11 | 21 | 29 | -3 | -20 | 7 | 1 | -0.4 | -6
CCN(CC)Cc1c(O)ccc2c(=O)c(-c3ccccc3)coc12
  -10 | -20 | -7 | 11 | -4 | -7 | -64 | 2 | 2.4 | 6
O=C(CCc1ccc(S(=O)(=O)N2CCOCC2)cc1)Nc1nccs1
  4 | 0 | -7 | 22 | 2 | -14 | 8 | -1 | 0.0 | -2
FC(F)(F)c1nnc2sc(-c3ccncc3)nn12
  -2 | 3 | 5 | 4 | 0 | -4 | 23 | -2 | -0.1 | 3
CCOC(=O)N1CCc2c(sc3nc[nH]c(=O)c23)C1
  0 | -5 | 3 | 17 | 2 | -21 | 21 | 0 | 0.0 | 0
Cc1cc(C)c2cccc(N)c2n1
  3 | -3 | -24 | 7 | 2 | -42 | 1 | 5 | -0.2 | -23
COc1ccc(-n2nc(C(=O)Nc3ccc(OC)c(OC)c3)c3c4ccccc4n(C)c3c2=O)cc1
  -3 | 10 | -11 | 26 | -2 | -5 | 40 | 0 | -3.1 | 2
O=C(Nc1ccccc1)c1cccc(N2C(=O)C3C4CC(C(Br)C4Br)C3C2=O)c1 (stereo unspecified)
  -4 | 7 | 12 | 22 | 4 | -21 | 0 | 5 | -0.8 | 9
CCNC(=S)N1CCCC(c2nc3ccc(C)cc3[nH]2)C1 (stereo unspecified)
  -1 | 6 | 24 | 11 | 0 | -18 | -7 | 1 | -0.2 | 8
CS(=O)(=O)N(CC(=O)N1CCN(c2cccc(Cl)c2)CC1)c1cccc(F)c1
  5 | -3 | 1 | 18 | 2 | -6 | 12 | 6 | -0.4 | 8
O=C(c1cc2nc(-c3ccco3)cc(C(F)(F)F)n2n1)N1CCN(c2ccccc2)CC1
  0 | -2 | 3 | 2 | -2 | -8 | 3 | 2 | -0.2 | -1
CC(C)=C1C2CCC1C(C(=O)NCc1ccccc1)C2C(=O)O (stereo unspecified)
  1 | 1 | 9 | 16 | 1 | 27 | 16 | -2 | -0.3 | 2
Cc1cc(C[n+]2cc(Br)ccc2N)c2ncccc2c1
  2 | -2 | -22 | 10 | 0 | 3 | -8 | -4 | 0.1 | -1
COc1ccc(-c2nc(CS(=O)(=O)CC(=O)NC3CCC(C)CC3)c(C)o2)cc1 (stereo unspecified)
  -6 | 1 | 4 | 17 | 2 | -17 | 28 | 8 | 0.5 | -1
CSc1nc2nc3c(c(=O)n2[nH]1)CCC3
  -3 | 5 | -5 | 32 | 3 | -16 | 0 | -3 | -0.1 | 0
CCOc1ccc(NC(=O)CCC(=O)OC)cc1
  0 | -6 | 3 | 19 | -2 | -4 | 14 | -4 | -0.3 | -7
COc1ccccc1N(CC(=O)NCCSc1ccccc1)S(C)(=O)=O
  11 | -12 | -17 | 3 | 13 | 13 | 7 | 6 | -0.2 | 0
COc1ccccc1OCCNS(=O)(=O)c1ccc2oc3ccccc3c2c1
  7 | 5 | 5 | 25 | 2 | 1 | 1 | -4 | -0.4 | 4
C=CCn1c(=NC(=O)CN2C(=O)CCC2=O)sc2cccc(OC)c21
  4 | -1 | 0 | 23 | 0 | -12 | 20 | 3 | -0.3 | -6
COC(=O)COc1cccc(/C=N/NC(=O)CCSc2ccccc2)c1
  2 | 8 | -3 | 18 | 0 | -8 | 5 | -1 | 0.2 | 0
C/C(=C\c1ccccc1F)C(=O)c1c(C)cc(C)[nH]c1=O
  17 | 0 | -6 | 9 | 0 | -14 | -20 | -1 | -1.1 | -9

Next part.
Results follow in this order: Platelet DG rel | HDAC3 inhib | HSF-1 act | AI-2 QS mod | HSP90 refold inh | KLF5 inh | aSyn UTR inh | IEC-6 cytotox | HIF act | HSF1 inh
COc1ccc(Cl)cc1NC(=S)Nc1cccnc1
  6 | 1 | 9 | 11 | -1 | 6 | -12 | 8 | -0.1 | 0
COc1ccc(NC(=S)N2CCc3ccccc3C2)cc1OC
  -6 | -2 | 11 | 5 | 0 | -22 | -28 | 4 | 1.4 | 0
O=C(O)c1nccnc1C(=O)NCCc1c[nH]c2ccccc12
  -4 | -4 | -5 | 13 | -1 | 10 | -4 | 3 | 0.3 | 2
COc1ccc(CNC(=O)CNS(=O)(=O)c2cccs2)cc1
  0 | 2 | -4 | 23 | -2 | -15 | -2 | -4 | -0.3 | -5
Fc1ccccc1OCCSc1ncnc2nc[nH]c12
  -8 | 5 | 3 | -17 | -3 | -36 | -100 | -3 | 2.8 | -2
COc1cccc2cc(C(=O)c3ccc([N+](=O)[O-])cc3)oc12
  -1 | 0 | ? | 16 | 2 | -6 | -35 | 4 | 1.9 | 38
CC(CN1CCOCC1)OC(=O)c1cccs1 (stereo unspecified)
  -8 | -3 | 8 | 5 | 1 | -16 | 3 | 3 | -0.4 | -4
CSc1nc2ccccc2nc1N(C)S(=O)(=O)c1ccc(C)cc1
  3 | . | 12 | 2 | 1 | -16 | 30 | 3 | 0.0 | 2
CCOC(=O)CCC(=O)NCc1ccc2[nH]c(C)cc2c1
  4 | -6 | 19 | 8 | 0 | 3 | 6 | 1 | 0.1 | -2
